Eya2 inh – blocks the phosphatase activity of human Eya2 | O00167 | recombinant Eya2, OMFP fluorescence dephosphorylation (OMFP is methylfluorescein phosphate) | Potency, µM (series often up to 76.9 µM), without a hit: at the highest dose activity, negative = inhibition, hits mostly inhibitors | 330,000 tested, 0.006% active; note: potency is the fitted concentration of half-maximal effect; % is set by controls: 0 for no effect and ±100 for the full control effect
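Eya2 (0.2 uM) preincubated 10 min at ambient with compound, then OMFP substrate added at 50 uM; 10 min reaction in 50 mM HEPES pH 7.5, 50 mM NaCl, 5 uM MgCl2, 0.05% BSA, 1 mM DTT. Fluorescence read at Ex 485/Em 525 nm.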
TSG101-PTAP inh – blocks PTAP/TSG101 interaction to inhibit HIV-1 budding | AID 493005 | 340,000 tested, under 10 active | Fluorescence polarization, FITC-PTAP peptide / Tsg101 binding | Q99816 | Potency, µM (top dose mostly 115 µM), for inactives: at the highest dose activity change, negative = inhibition, actives largely listed as inhibitors; active = well fitted inhibition curve with a large enough effect in the main read-out, with a control signal flat, not every such curve was filed as active; inconclusive = small, poorly fitted or top-dose-only effect, or effect the other way, or a change in a side signal; inactive = no such curve, though single readings can be large or run the other way; note: potency is the fitted concentration of half-maximal effect; % of control where 0% means no effect
Target sequence (Q99816 whole entry, looked up): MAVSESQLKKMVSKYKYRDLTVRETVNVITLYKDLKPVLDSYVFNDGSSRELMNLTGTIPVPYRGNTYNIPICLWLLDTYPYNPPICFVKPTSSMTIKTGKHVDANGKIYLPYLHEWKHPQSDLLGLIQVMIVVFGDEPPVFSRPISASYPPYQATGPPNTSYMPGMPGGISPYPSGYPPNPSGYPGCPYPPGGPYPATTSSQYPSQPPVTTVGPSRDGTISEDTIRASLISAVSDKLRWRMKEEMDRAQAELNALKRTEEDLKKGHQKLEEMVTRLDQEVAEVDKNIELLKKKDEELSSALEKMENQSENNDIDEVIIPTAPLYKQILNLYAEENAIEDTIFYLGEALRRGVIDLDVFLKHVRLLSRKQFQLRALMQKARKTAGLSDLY
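Fluorescence polarization binding of Tsg101 binding domain (10 uM final) to FITC-labeled PTAP peptide (50 nM final) in HEPES pH 7.5 buffer with NaCl, Tween 20, EDTA, TCEP. Compounds added before peptide; binding 20 min at RT.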
ELG1 repair inh – ELG1-dependent DNA repair inhibition | Potency, µM (series often up to 46.1 µM), for the others: at the top dose activity change, negative = inhibition, usual class: inhibitors | HEK293T ELG1-luciferase reporter, luminescence, 16 h; DNA damage induced by 5-fluorouridine | 330,000 tested, 2.3% active; note: potency is the fitted concentration of half-maximal effect; % is set by controls: 0 for no effect and ±100 for the full control effect; nearly all actives have a fitted effect of over 55% in size
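In this reporter screen, reduction of luminescence relative to DMSO vehicle indicated activity. Compounds and 5-fluorouridine were added together to 2,000 cells per well, incubated for 16 hr at 37 °C, then developed with ONE-Glo.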
Mito fusion act – mitochondrial division inhibition or fusion activation; S. cerevisiae fusion-defective mutant growth rescue, CellTiterGlo 48 h; Potency, µM (doses to about 46.1 µM), for the others: top-dose growth rescue (activation), most hits filed as activators; 320,000 tested, 0.23% active; AID 485298;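 note: potency is the fitted concentration of half-maximal effect; % of control where 0% means no effect; nearly all actives have a fitted effect of over 45% in size; temperature-sensitive fusion mutants such as fzo1-1 at 37 °C on non-fermentable ethanol glycerol medium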
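S. cerevisiae fusion-defective temperature-sensitive mutants (e.g. fzo1-1, mgm1-5) grown 48 h at 37C in YPEG (ethanol/glycerol non-fermentable) medium with 23 nl compound per well; growth rescue read as CellTiterGlo luminescence.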
TSHR antag – human thyrotropin receptor antagonism; AID 504810; P16473; TSHR-expressing cells, TSH-stimulated cAMP HTRF, 2 h; active compounds read low; activity change, negative = inhibition, % at 11.5 µM; 330,000 tested, 0.2% active;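 active = activity change below a set negative limit, meaning inhibition stronger than a set level, cut at about -70% in these data; inconclusive = activity change between two set negative limits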; note: % is set by controls: 0 for no effect and ±100 for the full control effect
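TSHR-expressing cells were treated with compounds, then stimulated with TSH at EC80 (4nM final) for 2 hours at 37 deg C. Cellular cAMP was measured by HTRF competition between lysate cAMP and cAMP-d2 for a cryptate-labelled anti-cAMP antibody.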
a7 integrin act – integrin-mediated muscular dystrophy alleviation activation; 350,000 tested, 0.064% active; alpha7betagal myoblasts, beta-gal FDG fluorescence, 48 h; Potency, µM (series often up to 38.3 µM), for the others: at the highest dose activation, usual class: activators;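 note: potency is the fitted concentration of half-maximal effect; 100% = response of the positive control SU9516; nearly all actives have a fitted effect of over 60% in size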
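alpha7betagal+/- myoblasts (passage 13, 250/well) treated 48 h at 37C with compounds at 1:260 dilution of DMSO stock. Lysed, then beta-galactosidase activity read as FDG fluorescence (ex 480/em 540) after 30 min, with pre-read for autofluorescence.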
A-T KAP1 phos – potential ataxia-telangiectasia treatment. […] A-T fibroblasts, KAP-1 phosphorylation AlphaLISA; neocarzinostatin DNA damage 30 min before lysis. 320,000 tested, 0.19% active. AID 485349. Potency, µM (doses to about 57.5 µM), for the others: at the top dose activation, hits mostly activators; note: potency is the fitted concentration of half-maximal effect; % of control where 0% means no effect; nearly all actives have a fitted effect of over 45% in size
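ATM-like activity read as KAP-1 phosphorylation via AlphaLISA donor/acceptor antibody pairs after lysis and 6 hr at 25C. Cells were ATM-null patient fibroblasts ([…], hTERT), dosed 60 min, then exposed to the DSB inducer NCS for 30 min.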
TCR activator – activators of T cell receptors | primary human leukocytes, anti-CD3, IL-2 HTRF, 48 h | Potency, µM (highest dose often 9.22 µM), for inactives: top-dose activation of IL-2 secretion, most hits filed as activators | 330,000 tested, under 10 active | AID 504894; note: % of control where 0% means no effect
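Compounds are tested in HTS on primary human leukocytes co-incubated with a-CD3 beads for 48 hr. IL-2 output is measured by time-resolved FRET.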
S-ASM inh – inhibitors of human secretory acid sphingomyelinase | P17405 | placental ASM, HMU-PC fluorogenic substrate, 60 min | Potency, µM (top dose mostly 57.5 µM), for inactives: top-dose activity change, negative = inhibition, hits mostly inhibitors | 340,000 tested, 0.006% active | AID 504937; note: potency is the fitted concentration of half-maximal effect
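qHTS format. ASM enzyme prepared from human placenta hydrolyses the fluorogenic substrate HMU-PC0 (9 uM final) over 60 min at 37 °C after a 10 min compound preincubation.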
Chronic BCR inh – chronic active BCR signaling inhibition | 340,000 tested, 0.05% active | AID 493014 | ABC-DLBCL IkBa-CBG/CBR reporter, luminescence ratio, 4 h | Potency, µM (highest dose often 46.1 µM), for inactives: at the highest dose ratio change, negative = lower green/red ratio, most hits filed as inhibitors; active = well fitted inhibition curve with a large enough effect in the signal ratio, with a control signal flat, not every such curve was filed as active; inconclusive = small, poorly fitted or top-dose-only effect, or effect the other way, or a change in a side signal; the % refers to the signal ratio;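 note: potency is the fitted concentration of half-maximal effect; plate controls were basal doxycycline-induced cells for no effect and cells given 10 µM MG132 for full effect; MG132 reads +100%, hits lower the ratio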
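Doxycycline induced both beetle luciferases in TMD8 lymphoma cells; IKK-driven degradation limits the IkappaBalpha-fused green signal, while red luminescence normalises for cell number and nonspecific effects. Compounds tested up to 46 uM, 4 hrs.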
Tb PFK inh – T. brucei PFK enzyme inhibition. T. brucei PFK, ADP-Glo luminescence. Potency, µM (doses to about 57.5 µM), for inactives: at the highest dose activity, negative = inhibition, hits mostly inhibitors. 330,000 tested, 0.17% active;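 note: potency is the fitted concentration of half-maximal effect; 0% = uninhibited 1x PFK enzyme wells and -100% = no-enzyme wells; nearly all actives have a fitted effect of over 60% in size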
Target sequence (O15648 whole entry, looked up): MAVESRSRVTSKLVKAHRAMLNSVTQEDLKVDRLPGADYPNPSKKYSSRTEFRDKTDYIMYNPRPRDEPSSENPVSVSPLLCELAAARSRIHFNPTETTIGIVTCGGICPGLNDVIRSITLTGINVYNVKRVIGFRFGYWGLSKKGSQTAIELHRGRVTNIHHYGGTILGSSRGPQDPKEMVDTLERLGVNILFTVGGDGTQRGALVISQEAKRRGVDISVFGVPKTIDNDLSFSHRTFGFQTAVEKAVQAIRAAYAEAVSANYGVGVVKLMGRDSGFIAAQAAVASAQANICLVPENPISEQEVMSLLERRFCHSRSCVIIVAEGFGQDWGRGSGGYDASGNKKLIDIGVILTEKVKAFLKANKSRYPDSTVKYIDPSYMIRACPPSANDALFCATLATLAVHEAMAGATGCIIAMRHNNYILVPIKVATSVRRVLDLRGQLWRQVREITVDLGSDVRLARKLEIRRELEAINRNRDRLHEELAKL
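ADP-Glo luminescence quantified ADP after 45 min at room temperature, with 1.25 nM T. brucei PFK, 0.1 mM ATP and 0.5 mM fructose-6-phosphate in pH 8.0 TEA buffer. qHTS titrations up to 57 µM; curves classified by quality.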
* hit, by the source's call; ? = inconclusive; . = no result given; [ ] = dose if it differs, or a comment. Unless noted, calls come from the whole dose curve; as a rule, active = well fitted curve in the direction sought with a large enough effect; inconclusive = small, poorly fitted or top-dose-only effect, or another doubt; inactive = no such curve, though single readings can be large; an effect the other way counts as inactive or inconclusive. Rows are unselected. Share with any hit: about 3.2%.

SMILES | Eya2 inh | TSG101-PTAP inh | ELG1 repair inh | Mito fusion act | TSHR antag | a7 integrin act | A-T KAP1 phos | TCR activator | S-ASM inh | Chronic BCR inh | Tb PFK inh
COc1cc(/C=N/NC(=O)Cc2c[nH]c3ccccc23)cc(OC)c1OC | -5% | 0% | ? | 3% | -3 | 16% | -1% | -2% | -3% | ? | -11%
Cc1ccc(CSCCNS(=O)(=O)c2ccc(C)cc2)cc1 | -9% | -2% | -1% | 24% | -3 | -8% | 3% | 7% | -1% | 0% | 3%
C/C(=N/NC(=O)CNC(=O)c1cccnc1)c1ccc([N+](=O)[O-])cc1 | -10% | -1% | 1% | -2% | 12 | ? | -3% | -1% | -3% | -5% | -21%
COc1ccccc1CCc1nnc(CCC(=O)N(C)Cc2ccncc2C)o1 | 3% | -4% | -1% | -1% | 0 | 3% | 2% | 8% | 11% | -21% | 1%
CCOc1ccc(C(=O)NCC(C)C)cc1 | . | -1% | . | 0% | . | 15% | . | 6% | -3% | . | .
O=C(COc1ccccc1[N+](=O)[O-])N/N=C/c1ccc(OC(=O)c2ccco2)cc1 | -6% | -1% | 23% | -6% | 7 | -5% | -3% | 1%[46.1 µM] | ? | -20% | 0%
COc1ccccc1CNC(=O)COc1cccnc1[N+](=O)[O-] | 7% | -1% | 20% | 4% | -1 | 6% | 2% | 8% | -2% | -21% | 4%
CN(C(=O)CSc1nc2ccccc2o1)C1CCCCC1 | -31% | 0% | ? | 22% | -6 | ? | 12% | -29% | -3% | ? | -1%
COc1cc(OC)c(C(=O)Nc2ccc(S(=O)(=O)N3CCCCC3)cc2)cc1OC | -4% | 0% | -6% | 8% | -5 | 6% | 0% | 4% | -8% | 3% | -10%
Cc1nc2nc(SCc3ccccc3)nn2c(C)c1C | -11% | -3% | ? | 10% | -7 | 0% | -3% | -8% | 2% | 5% | -2%
COc1ccc2c(OC)cc(-c3ccccc3)nc2c1 | 4% | -4% | -13% | ? | 23 | -4% | 3% | 1%[46.1 µM] | 0% | 0% | 1%
CCOC(=O)c1sc2cccc(Cl)c2c1N | 1% | -4% | 4% | 0% | -7 | -1% | 6% | -6%[46.1 µM] | 246%[activator] | -6% | 3%
CC(C)n1nnnc1SCC(=O)NC1CCCC1 | -1% | -4% | ? | 4% | -3 | 6% | 7% | 0% | 3% | 3% | -4%
Cc1cc(Br)ccc1OCCn1ccnc1 | 0% | -1% | -3% | 0% | 7 | 5% | 7% | -5%[46.1 µM] | 5% | -1% | -3%
O=C(Nc1cc(C(F)(F)F)ccc1F)C1CCCC1 | -19% | -1% | 7% | -1% | 28 | 17% | 0% | 1% | 1% | 1% | 2%
O=C(c1ccccc1)N1CCN(c2ccc([N+](=O)[O-])c(NCc3ccco3)c2)CC1 | 4% | -4% | -18% | 4% | -15 | -15% | -5% | 3% | ? | -3% | 6%
CCN(CC)C(=O)[C@H]1CC(CC(=O)NCCc2ccccn2)C(=O)N2CCc3c([nH]c4ccc(OC)cc34)[C@]12C (stereo partly drawn) | 5% | -1% | -2% | . | 9 | 9% | -3% | 10%[46.1 µM] | 0% | 0% | -2%
COc1cc2c(cc1OC)CN(CC(=O)Nc1cccc(C(F)(F)F)c1)CC2 | 7% | -2% | 7% | 11% | -7 | 4% | -5% | -6% | 3% | 1% | 1%
CN(C)c1cccc(NC(=O)NC2(C)CCS(=O)(=O)C2)c1 (stereo not drawn) | 2% | -1% | ? | 2% | -1 | 2% | -4% | 1% | 1% | -2% | -2%
COc1ccc(NC(=O)C/C(C)=N/NC(=O)C2CCCCC2)c([N+](=O)[O-])c1 | -2% | -3% | -9% | 10% | -16 | 22% | -8% | 5% | -3% | 6% | 7%
CCOc1ccc2nc(N3CCCC(C(=O)NCCCN4CC(C)CC(C)C4)C3)sc2c1 (stereo not drawn) | -1% | -4% | ? | 9% | 6 | -61%[inhibitor] | -3% | 2% | -2% | ? | 0%
COc1ccccc1Oc1coc2cc(OCC(N)=O)ccc2c1=O | -7% | -6% | 2% | 13% | 0 | -19% | -3% | -5% | 2% | 4% | -1%
CC(Oc1cccnc1[N+](=O)[O-])C(=O)Nc1ccc(F)cc1 (stereo not drawn) | -2% | -1% | 8% | -1% | -4 | 34% | 0% | -15% | 0% | -17% | 0%
CCOc1cc(C(=O)Nc2ccc3c4c(cccc24)C(=O)N3CC)cc(OCC)c1OCC | -24% | 6% | 21µM* | 13% | -10 | -21% | 0% | -3% | -24% | ? | -1%
CN(NS(=O)(=O)c1ccc(F)cc1)c1ncc(C(F)(F)F)cc1Cl | 1% | -1% | -15% | 0% | 0 | 4% | -9% | -4% | 2% | -3% | 3%
O=C(CSc1cccc2cccnc12)N1CCCC1 | 1% | -1% | ? | -4% | 4 | -48%[inhibitor] | 5% | -1% | 2% | 12% | 0%
O=C(CN1CCCC1)Nc1c2c(cc3c1CCC3)CCC2 | 0% | -3% | -9% | -1% | 6 | 9% | 0% | 5% | 6% | 0% | ?
Cc1ccc(S(=O)(=O)NCC(=O)N/N=C/c2ccccc2O)cc1 | -2% | -6% | -19% | -5% | -1 | -29% | 0%[11.5 µM] | 2% | 345%[activator] | -3% | 13%
Cc1cc(C(=O)NCC2CCCO2)n(-c2ccccc2)n1 (stereo not drawn) | -6% | -3% | 14% | 1% | 9 | -13% | 20% | 8% | 3% | 9% | 0%
CCC1=NN=C(c2ccc(F)cc2)C(c2c[nH]c3ccccc23)N1O (stereo not drawn) | -5% | 0% | ? | 2% | -7 | -24% | 4% | -2%[46.1 µM] | 1% | -5% | -9%
CC(C(=O)OCC(=O)Nc1ccc2c(c1)OCO2)N1C(=O)c2ccccc2C1=O (stereo not drawn) | 22% | -8% | 4% | 2% | 9 | -34% | 1% | 5% | -2% | 1% | 2%
COc1ccc(NC(=O)CSc2nnc(-c3ccccc3F)n2C2CC2)cc1S(N)(=O)=O | 6% | -1% | -4% | 1% | 7 | -10% | -1% | 9% | 0% | 0% | -11%
Cc1ccc(-c2cc3ccccc3nc2N2CCCC2)cc1 | 18% | 2% | 17% | 22% | -3 | -2% | 6% | -2% | 210%[activator] | 18% | -2%
Cc1ccc(N2CC(C(=O)Nc3ccc(S(=O)(=O)Nc4nccs4)cc3)CC2=O)cc1 (stereo not drawn) | -10% | -15% | 11% | -6% | 6 | -15% | 0% | -3% | -8% | -2% | 1%
Cc1nn(CC(=O)NC2CCS(=O)(=O)C2)c(C)c1[N+](=O)[O-] (stereo not drawn) | -6% | -2% | ? | . | 0 | 0% | -7% | 2%[46.1 µM] | 2% | ? | 3%
CCC1CCCCN1C(=O)Cn1c(C(=O)OC)cc2ccsc21 (stereo not drawn) | -15% | -8% | -3% | 3% | 10 | 6% | -7% | 5% | 0% | -2% | -5%
CCN(C(=O)CSc1nc2nc(C)cc(C)n2n1)c1ccccc1 | -13% | -7% | 11% | -1% | 2 | 7% | -6% | 10% | 0% | 0% | 2%
Cc1ccc(CNC(=O)Cn2ccc(NC(=O)OCc3ccccc3)nc2=O)o1 | 14% | 0% | 0% | -7% | 33 | 0% | -3% | -1% | 5% | 2% | -13%
CCn1c(SCC(=O)N(C)CCC#N)nc2cc(S(=O)(=O)N3CCOCC3)ccc21 | -21% | 0% | 1% | -12% | 6 | 8% | -3% | 1% | 4% | 4% | -13%
Fc1ccc(-c2csc(Nc3ccccn3)n2)cc1 | -10% | -4% | ? | -7% | -2 | 13% | 30% | 1% | -9% | ? | 7%
